Yeast tox – Inhibitors of S. cerevisiae growth, toxicity | S. cerevisiae wild-type growth, A595 turbidity, 16 h | growth inhibition, % at 25 µM (by protocol) | hit rate 0.3% among 30,000 | AID 685;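 active = mutant and wild-type yeast strains alike exhibit over 30% growth inhibition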;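 also: 0% = untreated cell controls and 100% = YPD media blanks without cells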
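Schedule: 16 h growth with compound, 30 °C. System: yeast, wild-type or eIF2Bepsilon-R284H mutant. Doses: one dose, 25 µM compound[…]. Buffer or medium: YPD. Signal: turbidity measured as absorbance at 595 nm. Read-out basis: growth inhibition (%) versus cell controls and blanks.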
eIF2B yeast act – eIF2B (yeast) activity modulation | hit rate 0.91% among 27,000 | AID 688 | inhibition, % at 25 µM (by protocol) | S. cerevisiae eIF2B-epsilon R284H, GCN4-lacZ luminescence;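 active = mutant luminescence inhibited past about 50% while wild type luminescence and mutant growth stay under set limits, limit read from the data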; also: some compounds called inactive have numbers as strong as hits
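Assay system: yeast eIF2B-epsilon R284H mutant carrying GCN4–beta-galactosidase fusion / Buffer or medium: YPD / Incubation: 16 h growth with compound at 30 °C, 90 min Beta-Glo step / Detection: Beta-Glo luminescence after Z-buffer lysis, growth by 595 nm absorbance / Read-out: % inhibition of reporter signal and growth versus controls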
Yeast tox inhibition % – recorded beside Yeast tox, whose call it bears; growth inhibition, %; S. cerevisiae eIF2Bepsilon-R284H mutant growth, A595 turbidity, 16 h;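 each compound tested once at 25 µM; 0% equals untreated cells and 100% equals cell-free medium blanks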
eIF2B yeast act mutant toxicity – further read-out of eIF2B yeast act, marked with its call; growth inhibition, %; measured here: mutant yeast growth, toxicity;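 each compound tested once at 25 µM; zero equals untreated control growth and 100 equals blank medium absorbance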
An asterisk follows results filed as active; · = no result given. This is a subset; rates above refer to the full screens.

SMILES	Yeast tox	Yeast tox inhibition %	eIF2B yeast act	eIF2B yeast act mutant toxicity
COc1ccc2[nH]c3c(NCCCN4CCCC4=O)ncnc3c2c1	10	-5	28	-5
O=C(Cc1ccc(Cl)cc1)Nc1ccc(N2CCCC2)cc1	15	2	·	·
COc1cc(C(=O)NCCC(=O)NCCN2CCCCCC2)cc(OC)c1OC	3	-25	18	-25
COc1ccc(S(=O)(=O)N2CCN(C(=O)c3cccs3)CC2)cc1	2	5	16	5
CCOC(=O)CSC1=C(C#N)C(c2ccc(F)cc2)C(C(C)=O)=C(C)N1 (configuration not stated)	-9	2	-15	2
CSc1nnc(-c2cc3ccccc3cc2O)n1C	2	16	-31	16
COCc1[nH]nc2c1C1(CCC3(CC1)OCCO3)C(C#N)=C(N)O2	18	3	12	3
CCOC(=O)C1CCCN(Cc2sccc2C)C1 (configuration not stated)	27	9	14	9
C/C(=N/n1cnnc1)c1cccnc1	16	11	16	11
Cn1cnnc1SCC(=O)Nc1ccc2nc(SCc3cccc4ccccc34)sc2c1	-2	-11	-17	-11
COCCCN1C(=O)C(=O)/C(=C(/O)c2ccc(OC)cc2C)C1c1cccnc1 (configuration not stated)	13	6	16	6
CCCCSC1=C(C#N)C(c2ccccc2C)C(C(=O)OCC)C(=O)N1 (configuration not stated)	-9	-14	8	-14
CCC(C)NCC(=O)Nc1ccc(-c2nc3cc(NC(=O)CNC(C)CC)ccc3o2)cc1 (configuration not stated)	16	10	4	10
Cc1cc(Nc2ccccc2)nn1C(=O)c1ccc(Br)cc1	-2	-6	14	-6
Cc1ccc(/C=N/NC(=O)c2csc(C)c2)o1	-10	34	-43	34
CC(C)C(=O)Nc1c(-c2cccs2)c(=O)c2ccccc2n1C	10	10	·	·
O=C(Cc1ccccc1)Nc1nc2ccccc2s1	3	19	37	19
NC(=O)CN1N=C(c2cc(Cl)sc2Cl)CSC1=O	-6	4	27	4
CCCCNCC(=O)Nc1sc(C)c(C)c1C(=O)OCC	26	3	15	3
Cn1nnc2cc(C(=O)NCc3ccco3)ccc21	2	3	17	3
COc1ccc(-c2ncc3ccccn23)cc1	21	15	·	·
CC(C)CC[n+]1ccn(-c2nc3ccccc3nc2[N-]S(=O)(=O)c2ccccc2)c1	4	-38	33	-38
C=CCOCC(O)CS(=O)(=O)Cc1ccc(Cl)cc1 (configuration not stated)	9	13	·	·
CCOC(=O)N1CCN(Cc2cccs2)CC1	21	-11	17	-11
CC(C(=O)Nc1nccs1)N1C(=O)C2CC=CCC2C1=O (configuration not stated)	8	14	14	14
Cc1cc(C)c2c(n1)sc1c(N3CCOCC3)ncnc12	5	-11	·	·
Cc1c(Cl)cccc1NC(=S)NN1CCOCC1	9	19	8	19
COc1ccnc(N=CNOCc2cccc(Cl)c2Cl)c1C#N	7	3	23	3
CCCCOC(=O)Nc1nnc(CCc2ccccc2)s1	14	10	11	10
CCC(C)(C)n1nnnc1CN1CCC(NC(=O)c2ccc(Br)cc2)CC1	-5	-37	·	·
Oc1ccc(Br)cc1-c1cc(-c2ccc(Cl)cc2)n[nH]1	-15	7	·	·
Cc1cc(C)c(C#N)c(SCCS(=O)(=O)c2ccc(C(C)(C)C)cc2)n1	5	3	32	3
CCOC(=O)C1CCN(S(=O)(=O)c2cccc(-c3cn4ccccc4n3)c2)CC1	17	-10	23	-10
O=c1[nH]nc(CNc2ccc(O)cc2)c2ccccc12	15	-6	19	-6
Nc1ccc2oc3ccc(N)cc3c(=O)c2c1	27	10	20	10
Cc1cc(C)cc(N(C(C)C(=O)NCCC2=CCCCC2)S(C)(=O)=O)c1 (configuration not stated)	8	9	·	·
COc1ccc(C)cc1-n1nnnc1SC/C(O)=C(\C#N)c1nc2ccccc2[nH]1	-18	-8	-12	-8
CC(=O)c1cc(C)ccc1OC(=O)c1ccco1	30	11	26	11
CCOc1ccc(-n2c(C)nc3cc(C(=O)NCCN4CCOCC4)ccc32)cc1	-7	-14	32	-14
COc1ccc(C2C(C(=O)N3CCN(C)CC3)c3ccccc3C(=O)N2C2CCCCC2)cc1 (configuration not stated)	0	0	12	·
CCOc1cc(C=O)ccc1OCCCN1C(=O)NC(C)(C)C1=O	12	25	17	25
Cn1c(SCCOc2ccccc2Cl)nnc1-c1cccs1	5	-3	·	·
COc1ccc(-c2nnc(SCCC(=O)O)n2-c2ccccc2)cc1OC	24	12	·	·
O=C(Nc1cccc2ccccc12)c1cn(-c2ccccc2)nc1-c1cccs1	-9	5	-9	5
O=S(=O)(Nc1nccs1)c1ccc(NS(=O)(=O)c2cccs2)cc1	-8	5	-11	5
Oc1c(Cl)cc(Cl)cc1C=Nc1ccc2c(c1)OCCO2	-2	31	·	·
CN(C)S(=O)(=O)Nc1ccc(NS(=O)(=O)N(C)C)c(S(=O)(=O)c2ccccc2)c1	·	·	4	·
CCCn1cnc2cc(NCc3cccc(OC)c3O)ccc21	32	17	-22	17
CCCCC(=O)Nc1ccc(NC(=O)C2CC2)cn1	3	24	0	24
Cc1ccccc1OCCCCn1cnc2ccccc21	15	14	22	14
CCN1CCN(C(=O)CCCCCn2c(=O)[nH]c3cc(C(=O)OC)ccc3c2=O)CC1	25	19	27	19
COc1cccc(-c2nnc3sc(-c4ccccn4)nn23)c1	-9	-21	24	-21
CCOC(=O)CN1C=C(c2ccc3ccccc3n2)C(C[N+](=O)[O-])c2ccccc21 (configuration not stated)	13	0	·	·
Cc1ccc(S(=O)(=O)C2(S(=O)(=O)c3ccc(C)cc3)CCCC2)cc1	10	11	-34	11
O=C(O)CC(=O)Nc1ccccc1	25	27	18	27
O=C(/C=C\Nc1ccccn1)c1ccccc1	30	16	16	16
CCn1c(COc2ccc(C)cc2)nnc1SCC(=O)Nc1cc(OC)ccc1OC	4	4	16	4
COC(=O)c1cc(OC)c(OC)cc1NC(=S)N1CCCCC1	5	-10	11	-10
Cc1cccc(CCNC(=O)C2CCC(=O)N2Cc2ccc(F)cc2)c1 (configuration not stated)	9	19	27	19
CCCN(CCC)C(=O)CCS(=O)(=O)c1cccc2nsnc12	33	19	13	19

Some values from the entries so far.
Yeast tox result of O=C(Cc1ccc(Cl)cc1)Nc1ccc(N2CCCC2)cc1 reads 15
Yeast tox result of CCn1c(COc2ccc(C)cc2)nnc1SCC(=O)Nc1cc(OC)ccc1OC reads 4

The list goes on:
SMILES	Yeast tox	Yeast tox inhibition %	eIF2B yeast act	eIF2B yeast act mutant toxicity
CCCCCCNC(=O)CSc1nccn1Cc1ccccc1	20	11	19	11
CCC(Oc1ccccc1)C(=O)Nc1ccc(-c2nnc(-c3ccco3)o2)cc1 (configuration not stated)	-2	8	2	8
CCOC(=O)C1CCCN(c2cc(C)nc3cc(-c4ccc(Cl)cc4)nn23)C1 (configuration not stated)	-43	-40	·	·
CN(C)C=Nc1ncc2c3ccccc3n(CCN(C)C)c2c1C#N	20	40	-6	40
Cc1occc1C(=O)Nc1nccs1	11	7	·	·
C1CCC2(CC1)OCC1(CO2)COC2(CCCCC2)OC1	4	-2	34	-2
COc1ccc(CC(=O)OCC(=O)Nc2ncc(Cl)cc2Cl)cc1OC	14	12	·	·
CCOC(=O)c1sc(NC(C)=O)c(C(=O)OCC)c1C	1	21	17	21
Cn1c2c(c3ccccc31)CC/C2=N\O	12	33	20	33
O=c1sc2ccccc2n1CCCOc1ccccc1	5	9	15	9
O=C(Nc1ccc(N2CCOCC2)cc1)C1CCN(S(=O)(=O)Cc2ccccc2)CC1	-1	-38	16	-38
CCC(C)(C)NC(=O)C(c1ccc(C)cc1)N(Cc1ccco1)C(=O)Cn1nnc2ccccc21 (configuration not stated)	-21	-21	-12	-21
Cc1cc(=O)n2[nH]c(-c3ccccc3)cc2n1	·	·	15	·
CCSC1(SCC)N=C(N)C2(C#N)C(c3ccccc3)NC(C)=CC12C#N (configuration not stated)	-2	-8	-35	-8
Cc1sc2nc(SCC(N)=O)n(C)c(=O)c2c1C	8	6	21	6
Fc1cccc(-c2cc3nc(-c4ccccc4)cc(N4CCC5(CC4)OCCO5)n3n2)c1	·	·	-2	·
O=C(OCc1cc2ccccc2[nH]c1=O)C1CCCCC1	7	19	20	19
O=C(CCC1CCCC1)Nc1ccc(Br)cn1	9	-19	·	·
COc1cccc(C(C(=O)NC(C)(C)C)N(C(=O)CCC(=O)Nc2cc(C)on2)C(C)C)c1OC (configuration not stated)	14	24	32	24
COc1ccc(Cl)cc1C(=O)Nn1c(C)nc2ccccc2c1=O	-6	-18	17	-18
Cc1onc(-c2ccccc2Cl)c1C(=O)NCCCN1CCOCC1	14	2	16	2
CCCCCCC1CC(C)(/C(C)=N/NC(N)=O)OC1=O (configuration not stated)	-17	-5	27	-5
CC(=O)c1c(C)nn(C(C)CC(=O)O)c1C (configuration not stated)	3	12	17	12
CCOC(=O)c1c(N)sn(-c2ccccc2C)c1=S	8	9	18	9
Cn1c(C(=O)OC(C(=O)NC2CCCCC2)c2ccccn2)cc2sccc21 (configuration not stated)	6	-14	13	-14
Cc1cc(N2CCOCC2)nc2ccc(NC(=O)CCC(=O)N3CCC(C)CC3)cc12	-14	-19	-45	-19
Cc1ccc(S(=O)(=O)NC(C)(C)CSc2nnc(N)s2)cc1	4	3	11	3
CC(C)Oc1cccc(-c2nnc(SCC(=O)Nc3ccc4c(c3)OCCO4)n2N)c1	13	13	·	·
COC(=O)C(C(=O)N1CCN(C)CC1)C1CCCCCC1 (configuration not stated)	-8	-35	20	-35
COc1ccc(C(=O)Nc2cccc(-c3nnc(-c4ccco4)o3)c2)cc1	-11	0	·	·
NC(=O)c1ccc(N2CCCCC2)c(N2C(=O)C3CC=CCC3C2=O)c1 (configuration not stated)	7	2	-1	2
CC(C)C[C@H](NC(=O)OC(C)(C)C)C(=O)N/N=C/C1=Cc2ccccc2OC1C (some centres not stated)	23	0	13	·
Cc1ccc(CC(NC(=O)c2ccccc2)C(=O)NC(C)C(=O)O)cc1 (configuration not stated)	18	3	21	3
Cc1ccc2nc(-c3sc4nc(C)cc(C)c4c3N)[nH]c2c1	-34	-11	-26	-11
COc1ccc(-c2nnc3c4ccccc4c(C)nn23)cc1	-10	-5	1	-5
Cn1nc(-c2ccccc2)c(-c2nc(-c3cccc(C(F)(F)F)c3)no2)c1Cl	11	14	16	14
O=C(CN1CCC(NC(=O)c2ccco2)CC1)Nc1cccc2ccccc12	0	-30	·	·
Cc1cccc(N2CCN(C(=O)C3CCCN(S(=O)(=O)c4cnc[nH]4)C3)CC2C)c1 (configuration not stated)	8	4	26	4
COC(=O)c1ccc(CSc2ncnc3sc(C)c(C)c23)o1	-14	-21	4	-21
CN(C)S(=O)(=O)c1ccc2c(c1)nc(CCC(=O)NCC1CCCCC1)n2C	-21	-14	3	-14
COC(=O)c1ccc(CON2C(=O)c3ccccc3C2=O)cc1	8	3	18	3
Fc1ccccc1CSc1nncn1NCc1cccs1	1	6	18	6
Cc1cc(N)n(-c2ccc3ccccc3c2)n1	17	0	2	·
O=S1(=O)CC(NCc2ccccc2)C(Nc2ccccc2)C1 (configuration not stated)	·	·	23	·
Cc1ccn(C(=O)c2cc3ccccc3oc2=O)n1	3	5	18	5
CCn1c(/C=N/n2cnnc2)nc2ccccc21	17	23	28	23
COc1ccc(Cl)cc1C(=O)Nc1ccc(S(=O)(=O)N2CCCC2)cc1	-16	-8	19	-8

Compounds above with an aryl thioether with sulfur outside any ring, in the order listed:
SMILES	Yeast tox	Yeast tox inhibition %	eIF2B yeast act	eIF2B yeast act mutant toxicity
CSc1nnc(-c2cc3ccccc3cc2O)n1C	2	16	-31	16
Cn1cnnc1SCC(=O)Nc1ccc2nc(SCc3cccc4ccccc34)sc2c1	-2	-11	-17	-11
Cc1cc(C)c(C#N)c(SCCS(=O)(=O)c2ccc(C(C)(C)C)cc2)n1	5	3	32	3
COc1ccc(C)cc1-n1nnnc1SC/C(O)=C(\C#N)c1nc2ccccc2[nH]1	-18	-8	-12	-8
Cn1c(SCCOc2ccccc2Cl)nnc1-c1cccs1	5	-3	·	·
COc1ccc(-c2nnc(SCCC(=O)O)n2-c2ccccc2)cc1OC	24	12	·	·
CCn1c(COc2ccc(C)cc2)nnc1SCC(=O)Nc1cc(OC)ccc1OC	4	4	16	4
CCCCCCNC(=O)CSc1nccn1Cc1ccccc1	20	11	19	11
Cc1sc2nc(SCC(N)=O)n(C)c(=O)c2c1C	8	6	21	6
Cc1ccc(S(=O)(=O)NC(C)(C)CSc2nnc(N)s2)cc1	4	3	11	3
CC(C)Oc1cccc(-c2nnc(SCC(=O)Nc3ccc4c(c3)OCCO4)n2N)c1	13	13	·	·
COC(=O)c1ccc(CSc2ncnc3sc(C)c(C)c23)o1	-14	-21	4	-21
Fc1ccccc1CSc1nncn1NCc1cccs1	1	6	18	6

Screens: PubChem BioAssay, PCMD
